Screens from PubChem.
MBD2 inh = inhibitors of human MBD2 binding to methylated oligonucleotide; Q9UBB5; TR-FRET; inhibition, % at 4.4 µM; hit rate 0.31% among 370,000; AID 686964; in the data active = inhibition above about 13%
PRMT1 FP inh = blocks human protein arginine methyltransferase 1; recombinant PRMT1, activity-based probe fluorescence polarization; Q99873; AID 652257; hit rate 1.3% among 370,000; inhibition, % at 2.79 µM;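 active = inhibition above about 21% made by adding two undisclosed values, limit read from the data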
rCAG RNA binder = binds r(CAG) RNA repeats; r(CAG) RNA repeat, TO-PRO-1 dye displacement fluorescence; inhibition, % at 3 µM; hit rate 1.3% among 370,000; AID 651821;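 active = inhibition above the plate cutoff, the mean of all test compounds on that plate plus 3 SD, cut at about 35% in these data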;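 also: 0% = DMSO alone and 100% = 100 µM mitoxantrone as full dye displacement; higher means more dye released from RNA so lower well fluorescence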
HTRA1 inhibitor = blocks human HTRA1 serine peptidase; AID 504803; recombinant HTRA1, FP-rhodamine activity-based probe, fluorescence polarization; inhibition, % at 5.96 µM; Q92743; hit rate 0.5% among 340,000; in the data active = inhibition above about 36%;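 also: 0% = enzyme with DMSO and 100% = wells lacking enzyme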
TCR CD3 inh = human TCR-CD3 binding inhibition; TAMRA-labeled TCR probe fluorescence, biochemical; hit rate 0.37% among 360,000; AID 651800; inhibition, % at 9.4 µM; in the data active = inhibition above about 19%;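 also: recombinant mutant TCR 2C K166C tagged with TAMRA read by polarization; 0% = receptor in buffer alone and 100% = receptor with positive control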
LEDGF integ inh = blocks HIV-1 LEDGF/p75-dependent DNA integration; TR-FRET IN-LEDGF/p75 DNA integration, Eu/Cy5; inhibition, % at 3.7 µM; hit rate 0.64% among 370,000;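 active = inhibition above the screen-wide mean plus 3 SD, cut at about 13% in these data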;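 also: signal is the Cy5 over europium emission ratio at 671 and 618 nm; 0% = plate median of compound wells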
mABHD4 FP = ABHD4 (mouse) inhibition, primary FP screen; Q8VD66; purified mABHD4, FP-Rh probe fluorescence polarization; inhibition, % at 8.92 µM; hit rate 0.54% among 370,000; AID 720543;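 active = inhibition exceeding the mean over every tested compound plus 3 SD, cut at about 30% in these data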;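 also: 0% = plate median of compound wells and 100% = S159A mutant with DMSO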
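Test system: mABHD4 protein; Read-out basis: % inhibition; Incubation: 45 min + 60 min at 25 °C; Repeats: single replicate; Technique: fluorescence polarization with parallel and perpendicular emission, 525/598 nm; Compound: 8.92 µM, single dose; Benchmarks: full inhibition S159A mutant plus DMSO, zero as sample-well median.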
NPR2 activator = GC-B (human) receptor activation | P20594 | HEK293-GC-B cells, CNP EC30, cGMP TR-FRET; 0% at EC30 CNP, 100% saturating CNP | activation, % at 10 µM | hit rate 0.11% among 370,000 | AID 1920062;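 active = activation at 10 µM reaching about 35% in either raw or pattern-adjusted values, limit read from the data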
TDP2 absorb = blocks human TDP2 phosphodiesterase activity | recombinant TDP2, T5PNP hydrolysis, p-nitrophenol absorbance 415 nm | O95551 | inhibition, % at 12.8 µM | hit rate 0.34% among 370,000;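 active = inhibition above the mean of all tested compounds plus 3 SD, set per campaign, cut at about 25% in these data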;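 also: 0% = DMSO with enzyme and 100% = buffer with substrate but no TDP2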
Target sequence (O95551 whole entry, looked up): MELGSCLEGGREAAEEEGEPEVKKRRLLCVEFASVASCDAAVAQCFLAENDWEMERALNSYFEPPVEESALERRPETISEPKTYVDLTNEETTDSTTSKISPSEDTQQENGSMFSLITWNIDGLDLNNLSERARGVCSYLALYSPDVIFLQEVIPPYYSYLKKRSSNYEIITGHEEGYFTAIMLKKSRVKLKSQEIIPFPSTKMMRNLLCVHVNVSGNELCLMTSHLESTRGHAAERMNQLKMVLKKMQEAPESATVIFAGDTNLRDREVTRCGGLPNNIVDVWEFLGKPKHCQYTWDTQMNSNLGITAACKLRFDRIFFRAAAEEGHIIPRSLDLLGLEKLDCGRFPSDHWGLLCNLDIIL
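test system = human TDP2 enzyme | input = TDP2 enzyme at 120 nM final | medium = 50 mM Tris-HCl pH 7.5 with Mg2+, KCl, DTT, BSA | also added = T5PNP substrate, 5 mM | times = 2 h at 37 °C | technique = epi absorbance | benchmarks = high control without enzyme, low control DMSO plus TDP2 | replication = each compound tested once, singlicate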
SIAE primary = blocks human sialic acid acetylesterase | Q9HAT2 | SIAE FP-Rh probe binding, fluorescence polarization | inhibition, % at 9.66 µM | hit rate 0.69% among 370,000;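 active = inhibition above a cutoff: mean of compounds within the control limits plus 3 SD of those, cut at about 17% in these data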;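 also: 0% = plate median of compound wells and 100% = probe without SIAE protein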
Target sequence (Q9HAT2 whole entry, looked up): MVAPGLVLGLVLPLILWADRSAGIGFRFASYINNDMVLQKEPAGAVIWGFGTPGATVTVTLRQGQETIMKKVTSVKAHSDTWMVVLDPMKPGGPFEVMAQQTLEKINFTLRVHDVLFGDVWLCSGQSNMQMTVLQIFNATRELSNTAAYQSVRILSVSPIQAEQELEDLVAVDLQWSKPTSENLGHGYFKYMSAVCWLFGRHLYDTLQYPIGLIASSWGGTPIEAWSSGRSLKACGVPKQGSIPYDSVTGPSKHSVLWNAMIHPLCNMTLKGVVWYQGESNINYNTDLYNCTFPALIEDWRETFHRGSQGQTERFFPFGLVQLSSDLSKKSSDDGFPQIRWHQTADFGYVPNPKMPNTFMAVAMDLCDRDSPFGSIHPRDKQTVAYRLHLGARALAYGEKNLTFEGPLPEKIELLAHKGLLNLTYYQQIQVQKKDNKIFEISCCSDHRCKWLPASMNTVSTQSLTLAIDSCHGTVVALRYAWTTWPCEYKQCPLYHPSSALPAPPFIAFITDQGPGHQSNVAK
An asterisk follows results filed as active; / = not tested or not shown.

Short forms – A = MBD2 inh; B = PRMT1 FP inh; C = rCAG RNA binder; D = HTRA1 inhibitor; E = TCR CD3 inh; F = LEDGF integ inh; G = mABHD4 FP; H = NPR2 activator; I = TDP2 absorb; J = SIAE primary
CCOC(=O)c1ccc(NC(=S)NN2CCOCC2)cc1
  A = -5	B = 0	C = -3	D = 9	E = 2	F = 2	G = 3	H = 2	I = -3	J = 6

Cc1cc2c(cc1S(=O)(=O)Nc1cccc(F)c1C)NC(=O)CO2
  A = 0	B = -2	C = 1	D = -9	E = 2	F = 3	G = 13	H = -4	I = -3	J = 3

COc1ccccc1CNC(=O)C1(C)CCN1Cc1ccc(OC(F)(F)F)cc1 (centres undefined)
  A = -1	B = -2	C = -1	D = /	E = -4	F = 2	G = -7	H = 1	I = -8	J = 4

C/C(=N\NC(=O)c1cccc(S(=O)(=O)Nc2cccc(Cl)c2)c1)c1cccs1
  A = -4	B = 3	C = 32	D = 2	E = -4	F = -6	G = 0	H = -6	I = 2	J = -30

COc1ccccc1NC(=O)N1CCCC1C(=O)Nc1ccc2c(c1)OCCO2 (centres undefined)
  A = -2	B = 2	C = 1	D = 5	E = 6	F = -5	G = -1	H = 2	I = 1	J = 0

O=C(NCCCN1CCOCC1)c1cc(-c2ccc(F)cc2)nc2ccccc12
  A = 1	B = 4	C = 4	D = 2	E = -4	F = -3	G = 3	H = -4	I = 2	J = -5

CN1CCN(S(=O)(=O)c2ccc3ccccc3c2)CC1
  A = 3	B = 4	C = 0	D = -1	E = -7	F = -3	G = 4	H = 7	I = 4	J = 10

COc1ccccc1OCCSc1nc2ccccc2n1CC(O)CO (centres undefined)
  A = 3	B = 3	C = -6	D = 4	E = -10	F = -5	G = 1	H = -1	I = -2	J = 4

O=C(CCNS(=O)(=O)c1ccccc1)OCC(=O)c1ccc(Br)cc1
  A = -1	B = -5	C = 0	D = -1	E = -1	F = -1	G = -4	H = -1	I = -9	J = 0

Cc1cccc(-n2ncc(Cl)c(Cl)c2=O)c1
  A = -6	B = -1	C = 2	D = 1	E = 2	F = 1	G = -7	H = 12	I = 0	J = 0

N=c1sccn1CC(=O)NCCc1ccc(Cl)cc1Cl
  A = -2	B = -2	C = 2	D = 2	E = -1	F = 4	G = -4	H = -11	I = -24	J = -11

COC(=O)c1ccc(CSc2nc3c(c(=O)n2-c2ccc(F)cc2)SCC3)o1
  A = 1	B = 3	C = -1	D = -9	E = 1	F = 5	G = -10	H = 5	I = 7	J = 3

NC(=O)C[n+]1ccc(/C=N/O)cc1
  A = 6	B = -1	C = 3	D = 0	E = -8	F = 2	G = 1	H = -5	I = 0	J = -9

Cn1c(SCC(=O)Nc2ccccc2F)nnc1C1CCCCC1
  A = 0	B = -2	C = -2	D = 5	E = 8	F = 2	G = -5	H = 0	I = 11	J = -4

CC(C)(C)n1nnnc1C(c1ccccc1OC(F)(F)F)N1CCN(C/C=C/c2ccccc2)CC1 (centres undefined)
  A = 1	B = 4	C = -1	D = /	E = -14	F = -4	G = -1	H = 4	I = -7	J = 1

Clc1ccccc1CSc1cnnc2ccccc12
  A = 7	B = -4	C = 0	D = -19	E = 7	F = -1	G = -9	H = 4	I = -3	J = -4

Cc1cccc(C)c1NC(=O)C(c1ccccc1)N(C)CCc1ccccc1 (centres undefined)
  A = 0	B = 1	C = 0	D = /	E = 3	F = 2	G = -4	H = -1	I = 1	J = -5

CC12CCC(C(=O)NCCN3CCCCC3)(CC1=O)C2(C)C (centres undefined)
  A = -3	B = 2	C = -2	D = 2	E = -2	F = -4	G = 1	H = -1	I = -4	J = -2

CCOC(=O)N(C)c1c(CC)nc2c(OCc3ccc(Cl)cc3)cccn12
  A = -4	B = -2	C = 1	D = /	E = 3	F = -3	G = -1	H = 11	I = 0	J = 6

Cc1cccc(C(=O)N2[C@@H](C(C)C)COc3cc(Br)ccc3S2(=O)=O)c1
  A = -2	B = 0	C = 3	D = -43	E = -3	F = 0	G = -3	H = 4	I = 8	J = -2

COC(=O)c1cccnc1NC(=S)NNC(=O)c1ccccc1
  A = -8	B = -3	C = -1	D = -2	E = 3	F = 4	G = 2	H = -2	I = 5	J = 0

Cc1ccccc1OCC(=O)Nc1ccc(NC(=O)c2ccco2)cc1
  A = -1	B = -2	C = -3	D = -2	E = 9	F = 0	G = -2	H = 2	I = 4	J = -8

CCCCn1c(N)c(N(CC)C(=O)c2cc(S(=O)(=O)N3CCCCCC3)ccc2OC)c(=O)[nH]c1=O
  A = 0	B = 6	C = -5	D = -2	E = -4	F = -1	G = 8	H = -2	I = 10	J = -5

CSc1ccc2[nH]c(=O)cc(C)c2c1
  A = 1	B = 6	C = -1	D = 0	E = -5	F = 0	G = -1	H = -2	I = 9	J = 1

C[C@H](NC(=O)c1ccco1)C(=O)NNC(=O)c1ccc(F)cc1
  A = -3	B = 4	C = 0	D = -3	E = 0	F = 5	G = -2	H = 3	I = 2	J = 6

The list goes on (3 carried over from the part before).
The line under a structure holds: MBD2 inh | PRMT1 FP inh | rCAG RNA binder | HTRA1 inhibitor | TCR CD3 inh | LEDGF integ inh | mABHD4 FP | NPR2 activator | TDP2 absorb | SIAE primary
- CCCCn1c(N)c(N(CC)C(=O)c2cc(S(=O)(=O)N3CCCCCC3)ccc2OC)c(=O)[nH]c1=O
  0 | 6 | -5 | -2 | -4 | -1 | 8 | -2 | 10 | -5
- CSc1ccc2[nH]c(=O)cc(C)c2c1
  1 | 6 | -1 | 0 | -5 | 0 | -1 | -2 | 9 | 1
- C[C@H](NC(=O)c1ccco1)C(=O)NNC(=O)c1ccc(F)cc1
  -3 | 4 | 0 | -3 | 0 | 5 | -2 | 3 | 2 | 6
- Cc1ccc(N(Cc2cc3ccc(C)cc3[nH]c2=O)S(=O)(=O)c2ccccc2)cc1
  -5 | 1 | 4 | -4 | 7 | 2 | 0 | 4 | 11 | -1
- COc1ccc(NC(=O)CN(C)C(=O)c2cc(-c3ccc(Cl)cc3)nc3ccccc23)cc1
  1 | 7 | 13 | -57 | -3 | -8 | -21 | 3 | -14 | -8
- CCN1C(=O)c2ccccc2Sc2ccc(C(=O)NCCN3CCOCC3)cc21
  2 | -4 | 0 | -1 | 3 | -3 | -16 | 3 | 5 | -4
- O=C(COC(=O)C1CC2CCCC(C1)C2=O)NNC(=O)c1ccccc1F (centres undefined)
  -4 | 6 | -1 | 1 | 0 | -5 | 0 | 4 | -1 | 1
- COc1ccc(CNC(=O)CN(Cc2ccc(OC)cc2)C(=O)CCC(=O)Nc2nccs2)cc1
  -1 | -1 | -2 | -8 | -2 | 3 | 1 | -2 | 4 | -9
- COc1cc(/C=C2\SC(=S)N(C(C(=O)O)c3ccccc3)C2=O)cc(OC)c1OC (centres undefined)
  1 | 16 | 56* | -10 | -5 | -3 | -3 | 1 | -1 | -7
- Cc1ccc(SCCNC(=O)C(C)C)cc1
  0 | -3 | -2 | 4 | 6 | -2 | 5 | -5 | 2 | 4
- CS(=O)(=O)Nc1ccc2c(c1)[C@H]1C[C@H](CC(=O)NCc3cccc(F)c3)O[C@@H](CO)[C@H]1O2
  4 | 1 | 5 | 2 | 6 | 4 | 4 | 7 | 2 | 14
- NS(=O)(=O)c1ccc(CCNC(=O)CSc2ncnc3ccccc23)cc1
  -5 | -4 | 1 | -2 | 5 | 3 | 2 | 5 | -5 | 1
- COc1ccc(Cl)cc1C(=O)NNC(=O)CN1C(=O)C2CC=CCC2C1=O (centres undefined)
  -2 | 0 | 2 | 6 | -2 | 1 | -3 | 0 | -8 | -3
- COc1ccc(/C=N/NC(=O)c2nnn(-c3nonc3N)c2CN(C)c2ccccc2)cc1
  3 | -3 | -1 | -24 | 1 | 1 | 0 | 1 | 27* | -1
- CCc1c(O)nc(SCC(=O)Nc2nc3ccccc3s2)n(-c2ccccc2)c1=O
  0 | 38* | 23 | 1 | 3 | 2 | 3 | -1 | 5 | 0
- NS(=O)(=O)c1ccc(CCNC(=O)NC23CC4CC(CC(C4)C2)C3)cc1
  1 | -10 | 0 | 7 | 2 | 4 | -9 | 4 | -4 | -1
- Cn1cnc2c1c(=O)n(Cc1cccc(Cl)c1)c(=O)n2C
  -2 | 1 | 4 | 4 | -6 | 0 | 4 | 0 | 6 | 1
- CCOC(=O)C(=O)/C(=C\N(C)C)c1onc(-c2ccccc2)c1C(=O)OC
  1 | 2 | 3 | -1 | 3 | 4 | -3 | 0 | -2 | -4
- O=C(c1cccc([N+](=O)[O-])c1)N1CCN(Cc2ccc3c(c2)OCO3)CC1
  2 | -3 | -2 | 1 | 11 | 1 | -3 | 3 | 14 | -5
- O=C(Nc1nccs1)c1cn(-c2ccccc2)nc1-c1ccncc1
  2 | 1 | -3 | -14 | 3 | 0 | -10 | 6 | 3 | -12
- CCN1CCc2c(sc(NC(=O)c3ccc(S(=O)(=O)N(CC)c4ccccc4)cc3)c2C(N)=O)C1
  1 | -3 | 3 | -20 | -10 | 1 | 3 | 1 | 0 | 0
- COc1ccc(C)cc1N(C(=O)Cn1nnc(-c2ccc(C)o2)n1)C(C(=O)NC1CCCC1)c1ccncc1 (centres undefined)
  1 | -1 | 3 | -6 | -2 | 2 | 0 | -11 | 8 | 2
- Cc1ccc(N2C(=O)c3ccccc3C2Nc2cccnc2)nc1 (centres undefined)
  2 | 5 | 0 | 5 | -7 | 1 | -6 | -1 | -1 | 3
- O=C1C2C3C=CC(O3)C2C(=O)N1N=Cc1cccc2ccccc12 (centres undefined)
  3 | 3 | 3 | -6 | 4 | -2 | 1 | 1 | 1 | -9
- O=C1CS/C(=N/N=C/c2cccs2)N1
  0 | 5 | 0 | 4 | 1 | -7 | -6 | 0 | -11 | -8
- CCc1ccccc1NC(=O)c1cc(-c2cccc(O)c2)on1
  -3 | 3 | 6 | -19 | -11 | -2 | -11 | -1 | -8 | -6

Molecules listed so far that contain an NH in an aromatic ring:
The line under a structure holds: MBD2 inh | PRMT1 FP inh | rCAG RNA binder | HTRA1 inhibitor | TCR CD3 inh | LEDGF integ inh | mABHD4 FP | NPR2 activator | TDP2 absorb | SIAE primary
- CCCCn1c(N)c(N(CC)C(=O)c2cc(S(=O)(=O)N3CCCCCC3)ccc2OC)c(=O)[nH]c1=O
  0 | 6 | -5 | -2 | -4 | -1 | 8 | -2 | 10 | -5
- CSc1ccc2[nH]c(=O)cc(C)c2c1
  1 | 6 | -1 | 0 | -5 | 0 | -1 | -2 | 9 | 1
- Cc1ccc(N(Cc2cc3ccc(C)cc3[nH]c2=O)S(=O)(=O)c2ccccc2)cc1
  -5 | 1 | 4 | -4 | 7 | 2 | 0 | 4 | 11 | -1

Not all compounds are listed; count on the stated rates, not on these rows.
